High-throughput results (PubChem BioAssay)
NOD2 RIPK2 PPI – NOD2-RIPK2 binding disruptors in cells, primary screen, fluorescence, CHO cells, BLA complementation; Receptor-interacting serine/threonine-protein kinase 2 (Homo sapiens), O43353; CCF4 ratio; inhibition, % at 4.98 µM; actives 0.38% (n = 360,000); AID 624267, 2012; in the data active = inhibition above about 21%;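 also: 0% = vehicle only and 100% = reference blocker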
LMP1 NFkB inh – EBV LMP1-driven NF-kappaB luciferase reporter inhibitors, primary screen, cell-based, luminescence, single point; inhibition, % at 12.5 µM; actives 0.69% (n = 350,000); LMP1-induced NF-kappaB luciferase reporter cells; AID 504558, 2011; in the data active = inhibition above about 41%;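 also: 0% = neutral control wells and 100% = reference inhibitor control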
TROY NFkB inh – inhibitors of TROY-driven NF-kB signaling, primary screen, Q293 LMP1-TROYcd cells, NF-kB luciferase, uHTS. Q293 LMP1-TROYcd NF-kB luciferase reporter, 4 h. inhibition, % at 10 µM. actives 0.98% (n = 360,000). AID 1347056, 2019;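 active = compounds whose plate-normalised and pattern-corrected inhibition of the luciferase reporter signal at the single screening dose is 50% or more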
TWEAK Fn14 block – inhibitors of TWEAK-Fn14 signaling, primary screen, luciferase reporter cells, uHTS; TWEAK-stimulated Fn14 reporter cells, luciferase luminescence, 8 h; inhibition, % at 10 µM; actives 2% (n = 360,000); AID 1159606, 2016; in the data active = inhibition above about 50%
LRH-1 inv ag – LRH-1 (NR5A2) inverse agonists, primary screen, cell-based, luminescence, HEK293T, StAR-luciferase reporter; actives 0.13% (n = 360,000); Nuclear receptor subfamily 5 group A member 2 (Homo sapiens), O00482; inhibition, % at 3.6 µM; LRH-1 transfected, 24 h;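 active = inhibition above the mean inhibition of all tested compounds plus 3 SD, cut at about 73% in these data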;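 also: 0% = DMSO wells and 100% = reporter-only cells lacking LRH-1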
Target sequence (O00482 whole entry, looked up): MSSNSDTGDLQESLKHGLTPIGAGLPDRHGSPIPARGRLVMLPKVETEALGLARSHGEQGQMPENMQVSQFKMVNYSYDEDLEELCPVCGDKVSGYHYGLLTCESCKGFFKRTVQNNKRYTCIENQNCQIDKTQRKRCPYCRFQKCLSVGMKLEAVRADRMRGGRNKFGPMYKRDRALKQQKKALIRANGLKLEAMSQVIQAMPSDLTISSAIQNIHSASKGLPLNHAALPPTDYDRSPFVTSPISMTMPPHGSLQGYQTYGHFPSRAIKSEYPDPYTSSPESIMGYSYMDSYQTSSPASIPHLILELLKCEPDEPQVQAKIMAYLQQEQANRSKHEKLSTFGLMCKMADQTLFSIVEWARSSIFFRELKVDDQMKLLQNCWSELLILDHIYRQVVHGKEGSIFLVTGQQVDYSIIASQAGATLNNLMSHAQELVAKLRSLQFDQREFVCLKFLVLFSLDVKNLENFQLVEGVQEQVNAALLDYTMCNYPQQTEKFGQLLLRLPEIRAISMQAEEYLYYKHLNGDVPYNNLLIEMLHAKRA
NR2F2 inh – NR2F2 transcriptional activity inhibitors, primary screen, cell-based, luciferase reporter, HEK293T, luminescence; HEK293T NGFI-A luciferase reporter; actives 0.7% (n = 370,000); inhibition, % at 8.6 µM; COUP transcription factor 2 (Homo sapiens), P24468;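 active = inhibition above a per-plate cutoff, mean inhibition of test wells between control levels plus 3 SD, cut at about 38% in these data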;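 also: cells cotransfected with COUP-TFII expression vector driving the NGFI-A reporter; 0% = median of COUP-TF2 test wells and 100% = reporter-only cells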
Target sequence (P24468 whole entry, looked up): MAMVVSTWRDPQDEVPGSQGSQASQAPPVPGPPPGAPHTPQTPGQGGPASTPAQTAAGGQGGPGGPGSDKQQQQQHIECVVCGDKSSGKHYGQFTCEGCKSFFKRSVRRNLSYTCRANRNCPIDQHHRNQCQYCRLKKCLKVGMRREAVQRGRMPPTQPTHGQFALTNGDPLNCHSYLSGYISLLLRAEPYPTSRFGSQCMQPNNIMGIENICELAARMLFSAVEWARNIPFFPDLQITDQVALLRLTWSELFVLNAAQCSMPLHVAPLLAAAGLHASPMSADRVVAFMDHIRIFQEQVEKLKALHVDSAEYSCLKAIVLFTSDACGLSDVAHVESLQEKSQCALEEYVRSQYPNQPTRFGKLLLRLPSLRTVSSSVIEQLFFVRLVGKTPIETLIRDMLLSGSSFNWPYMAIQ
TLR9-MyD88 inh – inhibitors of TLR9-MyD88 association in cells, primary screen, cell-based, CHO, BLA complementation, fluorescence. Toll-like receptor 9 (Homo sapiens) + Myeloid differentiation primary response protein …. CCF4 FRET ratio. inhibition, % at 4.98 µM. actives 0.21% (n = 340,000). AID 504734, 2011;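 active = inhibition above the mean over all tested compounds plus 3 SD, cut at about 21% in these data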;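 also: 0% = DMSO only wells and 100% = clavulanate BLA inhibitor control wells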
NCOA3 inh – SRC3 coactivator transcriptional activity inhibitors, primary screen, cell-based, luminescence. inhibition, % at 3.6 µM. Nuclear receptor coactivator 3 (Homo sapiens), Q9Y6Q9. AID 588352, 2011. actives 0.17% (n = 360,000). HEK293 GAL4-SRC3 luciferase reporter;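 active = inhibition above a per-campaign cutoff, the mean of all compounds plus 3 SD, cut at about 60% in these data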;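 also: 0% = DMSO-treated cells and 100% = gossypol-treated cells at 36 µM; higher means less SRC3-driven luciferase light from the GAL4 reporter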
NCOA2 inhibitor – inhibition of GAL4-SRC2 driven luciferase reporter, primary screen, SRC2 inhibitor project, cell-based, luminescence; inhibition, % at 9 µM; Nuclear receptor coactivator 2 (Homo sapiens), Q15596; actives 0.17% (n = 370,000); AID 651957, 2012; HEK293 GAL4-SRC2 luciferase reporter;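 active = inhibition above the mean inhibition of all tested compounds plus 3 SD, set per campaign, cut at about 52% in these data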;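 also: 0% = DMSO treated cells and 100% = cells given Gossypol at 36 µM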
C8 TRAIL sens – viability loss with TRAIL in NB7+C8 cells, primary screen, TRAIL sensitizer project, cell-based, ATPlite luminescence. inhibition (viability loss, TRAIL sensitization), % at 10 µM. actives 1% (n = 360,000);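 active = compounds causing at least 50% loss of cell viability in the single-dose screen, relative to plate controls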
NCOA1 inh – SRC1 coactivator transcriptional activity inhibitors, primary screen, cell-based, luminescence. Nuclear receptor coactivator 1 (Homo sapiens), Q15788. HEK293 GAL4-SRC1 luciferase reporter. inhibition, % at 3.6 µM. actives 0.12% (n = 360,000);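 active = inhibition above the campaign mean plus 3 SD, with each screening campaign given its own cutoff, cut at about 60% in these data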;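 also: 0% = DMSO treated cells and 100% = gossypol at 36 µM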
Numbers without * were called inactive; x = not tested or not shown.

Each structure is followed by: NOD2 RIPK2 PPI	LMP1 NFkB inh	TROY NFkB inh	TWEAK Fn14 block	LRH-1 inv ag	NR2F2 inh	TLR9-MyD88 inh	NCOA3 inh	NCOA2 inhibitor	C8 TRAIL sens	NCOA1 inh
CCCCNCC1C(Oc2ccc(Cl)cc2)C(=O)N1c1ccccc1C (stereo unspecified)
 : 1.6	-3.1	3.5	-12.3	-13.9	-3.0	3.4	3.4	-10.3	2.3	12.8
O=C(CCNC(=O)c1ccc(Cl)cc1)Nc1c(F)c(F)cc(F)c1F
 : -1.1	-7.9	-17.4	-6.1	0.4	-8.4	-7.0	26.3	-0.7	-1.1	0.7
CN(C(=O)c1cccc(NC(=O)Cc2ccc(NC(=O)C3CCCN(C(=O)C4CCCC4)C3)cc2)c1)C1CCCC1 (stereo unspecified)
 : -1.0	-2.0	-2.0	14.5	5.5	-0.5	-2.7	-19.8	-31.0	15.5	5.4
CCN(CCCNc1cc2c(c(N)c1S(=O)(=O)O)C(=O)c1ccccc1C2=O)c1ccccc1
 : -7.4	-2.0	-7.4	24.4	-4.9	10.9	-0.3	-11.7	7.9	-0.6	-5.9
COc1ccc(N2C(=O)CSC2c2ccc(F)c(F)c2)cc1 (stereo unspecified)
 : -1.9	6.5	-5.9	-7.7	6.6	-7.3	4.7	14.3	-1.3	14.3	0.7
COc1ccc(-n2c(Cc3cccn3C)nnc2SCC(=O)NC2CCCCC2)cc1
 : -5.0	-5.3	3.9	2.0	19.6	23.6	1.6	-7.0	14.3	-18.6	-25.6
CCN(Cc1ccccc1)S(=O)(=O)c1ccc(C(=O)N(CCCN(C)C)c2nc3cc(C)cc(C)c3s2)cc1
 : -1.5	-7.3	-32.8	-1.7	-16.5	9.8	4.1	1.9	3.2	75.5*	-6.0
Cc1nc2cc(CC(=O)O)ccc2o1
 : 6.0	1.6	-13.2	-7.5	1.5	-7.1	-7.4	-6.2	10.3	-0.9	4.7
CC(C)(C)NCC(O)COc1c(F)cc(Br)cc1F (stereo unspecified)
 : -19.1	0.7	2.3	-7.4	-3.0	-6.0	-3.7	7.1	-15.9	1.0	-4.8
O=c1[nH]c(=O)n(Cc2ccco2)c2c1C(C(F)(F)F)(C(F)(F)F)N=C(c1ccc(F)cc1)N2
 : 0.7	-3.4	-1.9	-15.3	-9.6	-9.2	6.9	0.3	-22.1	-7.8	0.5
CCCN1CCC(NC(=O)c2cccc(Oc3ccccc3)c2)CC1
 : -6.4	-16.7	-13.7	2.1	1.4	15.6	2.3	20.7	-10.9	8.4	-1.4
Cc1cccc(-c2nc(CN3CCN(C(=O)C4CCCO4)CC3)cs2)c1 (stereo unspecified)
 : 8.0	-4.9	1.2	-19.0	0.4	22.2	8.6	14.9	6.3	4.3	-19.2
CCN1C(=O)N(CC)C2C1N(C(C)=O)C(=O)N2C(C)=O (stereo unspecified)
 : -6.0	-1.3	4.7	-16.8	-0.9	-10.2	-0.2	9.3	-5.1	-19.4	11.1
CC(C)C(C)NC(=O)CN1C(=O)NC2(CCc3ccccc3C2)C1=O (stereo unspecified)
 : -6.2	4.0	11.8	-10.7	21.2	7.1	-2.3	-2.2	-20.9	4.0	-12.9
CCS(=O)(=O)c1ccc2c(c1)N(S(=O)(=O)c1ccc(C)cc1)CC(C(=O)O)O2 (stereo unspecified)
 : 1.2	0.8	-15.8	2.3	-20.3	-21.1	-1.7	-8.2	-8.9	-5.6	10.2
COc1cccc(CNC(=O)Cc2nc3nc(C)cc(C)n3n2)c1
 : 5.7	-2.8	-17.1	10.9	-4.5	9.1	7.2	20.3	-5.4	-14.3	-2.8
C[C@@H]1CCCCO[C@@H](CN(C)Cc2ccc3c(c2)OCO3)[C@@H](C)CN([C@H](C)CO)C(=O)c2cc(NS(=O)(=O)c3ccccc3)ccc2O1
 : 3.0	-14.3	16.5	3.1	-2.2	-1.8	-6.2	-19.5	-5.5	6.3	-16.2
O=C(CCCN1Cc2ccccc2C1)c1ccc(F)cc1
 : -3.8	-8.8	-5.9	2.9	-31.8	-9.0	1.3	-13.1	-10.0	-4.1	-5.7
CCOC(=O)Cn1c(=NC(=O)c2cc(-c3cccs3)nc3ccccc23)sc2cc(S(N)(=O)=O)ccc21
 : -2.4	-13.5	-14.9	27.4	-3.2	4.9	-19.9	12.8	10.7	-12.2	13.0
COC(=O)c1ccc(NC(=O)C(=O)c2cn(CC(=O)N3CCOCC3)c3ccccc23)cc1
 : -5.9	-7.7	-16.0	-4.7	20.8	1.6	0.0	3.5	-13.4	-2.7	-11.0
CC(NCC1COc2ccccc2O1)C1COc2ccccc2O1 (stereo unspecified)
 : 8.7	1.5	-22.6	-11.0	-34.2	-26.3	1.4	-19.2	3.5	-13.6	-3.2
COc1ccccc1NC(=O)/C(=N/OCc1ccc(C#N)cc1)C(C)=O
 : -1.8	-11.4	13.2	-7.2	12.6	13.1	x	8.4	3.5	-9.8	-12.0
O=C(COC(=O)c1cc[n+]([O-])cc1)Nc1ccc([N+](=O)[O-])cc1Cl
 : -3.3	-8.7	0.0	-7.2	4.6	14.8	-8.1	-11.5	3.9	-5.0	-15.4
CCN1CCN(S(=O)(=O)c2ccc(C(=O)Nc3ccccc3)cc2)CC1
 : -1.4	-0.2	-10.6	-6.0	-13.8	-1.7	2.3	5.2	-16.8	-14.4	-1.7
CS(=O)(=O)c1ccc(Cl)c(NC(=O)CN2C(=O)C3CCCCC3C2=O)c1 (stereo unspecified)
 : -2.5	-1.4	-4.0	4.2	-9.2	17.4	5.9	0.9	-15.9	-9.1	-17.6
Cc1ccc(/C=C/C(=O)c2nc3ccccc3[nH]2)cc1
 : 3.1	6.9	-33.4	9.8	-7.0	-21.9	13.3	-2.3	-19.3	45.8	-5.9
O=C(COc1cc(F)ccc1[N+](=O)[O-])Nc1ccc2c(c1)OCO2
 : 8.9	-15.0	-43.1	-29.4	12.5	-10.8	1.8	-13.0	-26.4	10.4	-35.3
O=C(NCc1ccc(F)cc1)c1cnc(Cl)c(Cl)c1
 : 3.2	0.8	-44.6	4.4	-13.3	-3.5	-10.8	12.9	-9.2	8.8	3.4
COc1cc2c(cc1OC)C(c1ccccc1F)OC(=O)C2 (stereo unspecified)
 : -5.3	6.9	-0.5	1.9	0.7	-4.1	-2.9	-2.2	0.1	-4.5	6.4
Fc1ccc(/C=C\c2nccc3c2[nH]c2ccccc23)cc1
 : -11.0	-31.7	-31.7	8.9	-15.1	-5.6	-25.0	-26.9	-57.7	17.2	-26.4

Entries from the list above with a COOH group, in the order listed:
Each structure is followed by: NOD2 RIPK2 PPI	LMP1 NFkB inh	TROY NFkB inh	TWEAK Fn14 block	LRH-1 inv ag	NR2F2 inh	TLR9-MyD88 inh	NCOA3 inh	NCOA2 inhibitor	C8 TRAIL sens	NCOA1 inh
Cc1nc2cc(CC(=O)O)ccc2o1
 : 6.0	1.6	-13.2	-7.5	1.5	-7.1	-7.4	-6.2	10.3	-0.9	4.7
CCS(=O)(=O)c1ccc2c(c1)N(S(=O)(=O)c1ccc(C)cc1)CC(C(=O)O)O2 (stereo unspecified)
 : 1.2	0.8	-15.8	2.3	-20.3	-21.1	-1.7	-8.2	-8.9	-5.6	10.2

Further compounds follow.
Each structure is followed by: NOD2 RIPK2 PPI	LMP1 NFkB inh	TROY NFkB inh	TWEAK Fn14 block	LRH-1 inv ag	NR2F2 inh	TLR9-MyD88 inh	NCOA3 inh	NCOA2 inhibitor	C8 TRAIL sens	NCOA1 inh
O=S(=O)(NCc1cccnc1)c1ccccc1
 : -3.1	9.3	13.5	-6.8	-16.9	11.4	-0.7	-4.8	-11.2	-13.8	1.2
CC(OC(=O)Nc1cccc(Cl)c1)C(=O)O (stereo unspecified)
 : -5.3	1.7	-19.3	5.6	4.3	15.7	-0.7	-0.7	-27.3	-31.6	15.0
Cc1ccc(Cl)c(OCC(=O)OCC(=O)NC2CCCc3ccccc32)c1 (stereo unspecified)
 : 1.0	-1.3	-2.1	5.2	-6.9	-0.9	4.2	9.6	-3.2	-4.8	-9.4
CCCCNc1cc(Cl)nc(N)n1
 : 3.9	0.9	10.4	-1.5	9.7	-21.2	-7.1	-2.3	28.0	8.0	-13.3
CCc1cc(=O)oc2c(C)c(OC(C)C(=O)NCCCn3ccnc3)ccc12 (stereo unspecified)
 : 6.9	-3.6	15.2	16.6	24.5	14.9	-6.2	-3.4	-22.6	-3.4	-12.6
Cc1cc(C)c2[nH]c(=O)c(C(c3nnnn3CC3CCCO3)N3CCCC(C)C3)cc2c1 (stereo unspecified)
 : -2.6	-3.2	-42.1	-8.3	-27.2	-7.6	-1.8	0.6	-22.3	-3.9	0.1
CC(C)(C)C(=O)Nc1ccc(S(=O)(=O)N2CCC(c3nc4ccccc4[nH]3)CC2)cc1
 : -7.8	8.1	22.0	-18.8	12.4	9.0	-0.9	-3.5	-21.9	34.2	-16.2
CCn1c(SCC(=O)c2ccc(F)cc2)nnc1-c1ccoc1C
 : -13.5	-3.0	-26.4	-9.2	-6.8	6.6	-6.1	-14.0	-12.2	19.1	-3.0
Cc1ccc[n+](-c2[nH]c(=O)sc2/C=N/N=C(\[O-])c2cccnc2)c1
 : 11.2	1.6	-25.4	10.7	9.3	-8.9	8.2	3.5	17.5	-4.9	-52.7
O=C(Nc1ccc(F)cc1)C1CCCN(S(=O)(=O)c2cccc3cccnc23)C1 (stereo unspecified)
 : -11.5	0.6	14.1	5.5	-13.2	21.9	-1.6	18.6	4.4	12.3	-22.0

The list is partial; the hit share may differ from the screen's.
